PAFAH2 inh: PAFAH2 (human) inhibition; Q99487; recombinant PAFAH2, FP-rhodamine activity probe, fluorescence polarization; inhibition, % at 3.39 µM; 340,000 compounds, 0.99% hits; AID 492956;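 active = inhibition above the mean over all tested compounds plus 3 SD, cut at about 30% in these data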;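 note: inhibitors block probe labeling of enzyme so polarization drops; 0% = enzyme with DMSO and 100% = wells lacking PAFAH2 protein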
PAFAH1B2 FP inh: blocks human PAF acetylhydrolase 1b catalytic subunit 2; P68402; recombinant PAFAH1B2, FP-rhodamine activity probe, fluorescence polarization; inhibition, % at 3.39 µM; 340,000 compounds, 1.2% hits; AID 492953;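 active = inhibition above the mean of all tested compounds plus 3 SD, cut at about 24% in these data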;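 note: 0% = enzyme with DMSO and 100% = wells lacking PAFAH1B2; many of its hits are not listed in these tables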
Target sequence (P68402 whole entry, looked up): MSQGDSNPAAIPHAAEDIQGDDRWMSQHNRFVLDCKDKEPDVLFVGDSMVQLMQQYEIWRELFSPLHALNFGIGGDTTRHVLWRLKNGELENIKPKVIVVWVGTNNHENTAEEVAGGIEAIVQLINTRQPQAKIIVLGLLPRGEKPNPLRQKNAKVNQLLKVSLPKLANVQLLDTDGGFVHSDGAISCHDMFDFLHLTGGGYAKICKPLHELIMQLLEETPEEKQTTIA
PAFAH1B3 FP inh: inhibitors of human PAFAH1B3; recombinant PAFAH1B3, FP-rhodamine probe, fluorescence polarization; inhibition, % at 3.39 µM; 340,000 compounds, 0.28% hits; Q15102; AID 492972;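 active = inhibition above the screen-wide average of all tested compounds plus 3 SD, cut at about 25% in these data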;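 note: 0% = enzyme with DMSO only and 100% = wells lacking PAFAH1B3 protein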
Target sequence (Q15102 whole entry, looked up): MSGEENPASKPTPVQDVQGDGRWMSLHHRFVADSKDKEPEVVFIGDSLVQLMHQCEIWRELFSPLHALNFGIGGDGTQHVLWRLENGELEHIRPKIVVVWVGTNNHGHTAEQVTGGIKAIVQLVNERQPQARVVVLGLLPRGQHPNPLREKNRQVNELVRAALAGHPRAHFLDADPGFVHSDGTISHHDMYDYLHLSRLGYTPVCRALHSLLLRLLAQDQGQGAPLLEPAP
* marks the source's active call; other numbers are inactive results. This is a subset; count on the stated rates, not on these rows.

PAFAH2 inh	PAFAH1B2 FP inh	Molecule	PAFAH1B3 FP inh
3	-2	Cc1ccc(NC(=O)Nn2cnnc2)cc1	-4
13	7	CC1CCCCN1C(=O)COC(=O)CSc1ccc(C(N)=O)cc1[N+](=O)[O-] (configuration not stated)	12
-10	5	O=c1ccn([C@@H]2O[C@H](CNCc3ccc(-c4cc(C(F)(F)F)ccc4Cl)o3)[C@@H](O)[C@H]2O)c(=O)[nH]1	-2
-2	-5	O=CN1Cc2ccccc2-c2ccccc2C1	8
-1	3	Cc1csc(=O)n1CC(=O)OC(C)C(=O)Nc1ccc(N(C)C)cc1 (configuration not stated)	-4
-1	2	O=C(O)C1C2CC3OC(=O)C1C3C2 (configuration not stated)	0
6	-1	CNc1ncnc(Sc2nc(N)nc3nc[nH]c23)c1[N+](=O)[O-]	3
-8	5	CCN(CC(=O)Nc1ccc(NC(C)=O)cc1)C(=O)c1ccc(COc2ccc(C(C)(C)C)cc2)cc1	-4
4	4	Nc1ncnc2[nH]c(=S)[nH]c12	3
0	-3	O=[N+]([O-])c1ccc(CP(=O)(c2ccccc2)c2ccccc2)cc1	-2
2	2	Cc1ccc(S(=O)(=O)N2CCC(=O)CC2c2ccccc2)cc1 (configuration not stated)	5
1	2	S=C(Nc1cc(Cl)ccc1Oc1ccccc1)N1CCN(c2ccccn2)CC1	6
11	1	Cn1cc(Br)c(C(=O)N/N=C/c2cc3c(cc2Cl)OCO3)n1	-1
72*	59*	O=C(O)c1ccccc1NS(=O)(=O)c1ccc(N/N=C/c2ccc(O)c(O)c2)c([N+](=O)[O-])c1	58*
4	4	CCOC(=O)C(NC(=O)c1ccccc1)C(C)(C)SCc1ccccc1 (configuration not stated)	0
-2	2	COc1ccc(NS(=O)(=O)c2cc(NC(=O)Cc3n[nH]c(=O)c4ccccc34)ccc2OC)cc1	-5
7	4	O=[N+]([O-])c1ccc(F)cc1OCc1nc(-c2cccs2)no1	10
-6	4	O=C(CSc1nc2ccccc2c(=O)n1CCCO)Nc1ccc2c(c1)OCCO2	11
-2	6	C[C@@H]1[C@H](c2ccccc2)Oc2ccc(Cl)cc2S(=O)(=O)N1CC1CCCN1C(=O)OC(C)(C)C (some centres not stated)	6
-7	-1	Cc1nn(-c2ccccc2)c2sc(C(=O)N3CCc4ccccc4C3)cc12	0
6	11	CC(Cc1ccccc1)N(C)C(=O)CN1C(=O)c2ccccc2C1=O (configuration not stated)	8
0	1	Cc1ccc(C(=O)Nc2ccc(C(=O)NCC3CCCO3)cc2)cc1 (configuration not stated)	8
1	7	O=C(Nc1ccc(C(=O)N2CCOCC2)cc1)c1ccccc1	4
-7	-1	O=C(Nc1cccc(S(=O)(=O)N2CCOCC2)c1)c1cccc(S(=O)(=O)N2CCCC2)c1	2
-6	7	CCc1ccc(-c2cc(N)n(-c3ccccc3)n2)cc1	2
-10	4	CCOC(=O)N1CCC(NC(=O)CCc2c(C)nc3c(c(C)nn3-c3ccccc3)c2C)CC1	3
8	1	O=C(O)c1ccccc1C(=O)c1ccc(F)c(F)c1	3
4	-5	O=C(NC1c2ccccc2-c2ccccc21)N1CCCCC1	3
-10	-3	CCCn1c(=O)c(C(=O)NCCc2ccc(OC)cc2)c(O)c2ccccc21	-3
0	7	CCOC(=O)C1=C(CC)Nc2ccccc2N=C1NC(=O)c1ccc(C)c(S(=O)(=O)N2CCOCC2)c1	6
-6	3	Clc1ccccc1NCSC1=NCCS1	2
-1	4	Cc1cccc(NC(=O)Nc2cccnc2)c1C	11
5	-1	CCOc1ccc(S(=O)(=O)N2CCCCC2)cc1NC(=O)c1ccccc1	4
1	-3	Cc1c(C)c([N+](=O)[O-])c(C)c(C)c1N	-1
-6	-4	O=C(NCc1cccnc1)c1ccc(Cl)c(S(=O)(=O)N2CCOCC2)c1	12
-2	8	Cc1ccc(S(=O)(=O)Oc2ccccc2[N+](=O)[O-])cc1	10
-3	4	O=C(O)c1cccc2c1-c1ccc([N+](=O)[O-])cc1C2=O	5
-5	2	CN(c1ccccc1)S(=O)(=O)c1ccc(Cl)c(C(=O)OCC(=O)c2c(N)n(C)c(=O)n(C)c2=O)c1	5
10	2	O=C(CCC(=O)Nc1ccccc1)N/N=C/c1ccc2c(c1)OCO2	1
-5	6	CN(CCc1ccccc1)C(=O)c1ccc(NC(=O)Cc2cccc(NC(=O)C3CCN(C(=O)C4CCC4)CC3)c2)cc1	9

Random excerpt: 4 entries already listed, in no set order.
PAFAH2 inh	PAFAH1B2 FP inh	Molecule	PAFAH1B3 FP inh
10	2	O=C(CCC(=O)Nc1ccccc1)N/N=C/c1ccc2c(c1)OCO2	1
-6	-4	O=C(NCc1cccnc1)c1ccc(Cl)c(S(=O)(=O)N2CCOCC2)c1	12
-5	2	CN(c1ccccc1)S(=O)(=O)c1ccc(Cl)c(C(=O)OCC(=O)c2c(N)n(C)c(=O)n(C)c2=O)c1	5
5	-1	CCOc1ccc(S(=O)(=O)N2CCCCC2)cc1NC(=O)c1ccccc1	4

Results in PAFAH2 inh and PAFAH1B3 FP inh (two entries from above):
mol	PAFAH2 inh	PAFAH1B3 FP inh
O=C(NCc1cccnc1)c1ccc(Cl)c(S(=O)(=O)N2CCOCC2)c1	-6	12
Cc1ccc(S(=O)(=O)Oc2ccccc2[N+](=O)[O-])cc1	-2	10

(next part)
PAFAH2 inh	PAFAH1B2 FP inh	Molecule	PAFAH1B3 FP inh
-1	4	COC(=O)c1cnc(N)s1	6
5	-5	CC(=O)C1CCC2C3CCC4=CC(=O)C=CC4(C)C3CCC12C (configuration not stated)	8
-4	6	Cc1cc(C)c2nc(SCC(=O)N3CCCCC3)c(C#N)cc2c1	4
53*	27*	O=C1C=C(NCc2ccccc2)c2ccccc2C1=O	60*
-2	-3	COc1cc(C)cc(C(=O)C=Cc2ccccc2)c1O	-4
-6	-2	O=[N+]([O-])c1cc(S(=O)(=O)N2CCOCC2)ccc1OCc1ccccc1C(F)(F)F	4
-14	2	COc1ccccc1Cn1c(SCC(N)=O)nc2c(oc3ccccc32)c1=O	8
3	1	CC1CN(c2ccc([N+](=O)[O-])c(NCCOc3ccc(Cl)cc3)c2)CC(C)N1 (configuration not stated)	5
-10	3	CC1(c2ccccc2)NC(=O)N(CC(=O)Nc2ccc(S(=O)(=O)NC3=NCCCCC3)cc2)C1=O (configuration not stated)	4
-2	-2	CCOC(=O)C1CCN(C(=O)c2ccc(OC3CCN(C(=O)COC)CC3)cc2)CC1	-2
8	10	O=c1nccc(N/N=C/c2ccccc2)[nH]1	-1
-4	4	Cc1cccc(NC(=O)c2cccc(NC(=O)c3ccco3)c2)c1	1
4	3	Cc1cccc(NS(=O)(=O)c2cc(C(=O)NCc3ccccn3)ccc2C)c1	2
1	1	COC1OC2COC(c3ccccc3)OC2C(O)C1NC(C)=O (configuration not stated)	15
-15	7	COc1cccc(/C=C/C(=C2\C(=O)N(c3ccccc3)N=C2C)c2ccc(Br)cc2)c1OC	9
-1	-3	CN1OC[C@@H]2CN(Cc3cc(Cl)cc(Cl)c3)[C@H](c3cccc(-c4ccccc4)c3)C[C@@H]21	-4
4	14	Nc1cc(SCc2ccc(Cl)cc2Cl)ncn1	5
3	1	S=C1NCCN1CC1CCN(CCC23CC4CC(CC(C4)C2)C3)CC1	9
-2	1	Cc1ccccc1N=Cc1ccc[nH]1	1
-2	0	Nc1cccc2c1C(=O)N(C(=O)/C=C/c1cccc(Br)c1)C2=O	-2

4 entries from above, sorted by the number in PAFAH1B2 FP inh, smallest number first.
PAFAH2 inh	PAFAH1B2 FP inh	Molecule	PAFAH1B3 FP inh
-2	0	Nc1cccc2c1C(=O)N(C(=O)/C=C/c1cccc(Br)c1)C2=O	-2
1	1	COC1OC2COC(c3ccccc3)OC2C(O)C1NC(C)=O (configuration not stated)	15
-4	4	Cc1cccc(NC(=O)c2cccc(NC(=O)c3ccco3)c2)c1	1
8	10	O=c1nccc(N/N=C/c2ccccc2)[nH]1	-1

The list continues:
PAFAH2 inh	PAFAH1B2 FP inh	Molecule	PAFAH1B3 FP inh
19	15	CCN(CC(=O)Nc1ccccc1C(F)(F)F)C(=O)c1ccc(-n2nc(C)c(CCC(=O)OC)c2C)cc1	22
2	4	O=C(c1ccco1)N1CCN(C(=O)c2cccn3c(=O)c4c5c(sc4nc23)CCCC5)CC1	-3
32*	3	O=C(COC(=O)c1ccc(O)cc1)NCCCc1ccccc1	2
-7	2	O=C(Cn1cnc2ccccc21)c1ccccc1	6
3	-1	NC(=O)C1(C(=O)O)OC1(c1ccc(Cl)cc1)c1ccccc1Cl (configuration not stated)	4
-4	1	CCOc1ccc(N/C=C/C(=O)c2ccccc2)cc1	6
-4	3	CCc1ccc2[nH]c(=O)c(CN(Cc3ccc(OC)cc3)Cc3nnnn3CCOC)cc2c1	7
4	4	Cc1ccc(NS(=O)(=O)c2ccccc2)c([N+](=O)[O-])c1	4
6	-3	COc1cc(OC)c(OC)cc1/C=C(\C#N)C(=O)NCc1cccs1	-3
2	-7	CSCCC(NC(=O)c1cccc(S(=O)(=O)N2CCN(C(C)=O)CC2)c1)c1nc2ccccc2[nH]1 (configuration not stated)	-3
7	-6	CCN(C(=O)COC(=O)CCOc1ccc(C(C)(C)C)cc1)c1c(N)n(Cc2ccccc2)c(=O)[nH]c1=O	2
8	5	c1nc(SSc2ncnc3nc[nH]c23)c2[nH]cnc2n1	11
-4	0	Cc1ccccc1-n1nnnc1SCC(=O)c1c(N)n(C2CC2)c(=O)[nH]c1=O	7
-7	-1	CC(=O)N/C(=N/c1nc(C)cc(C)n1)Nc1ccc(C)cc1Cl	3
1	-2	O=[N+]([O-])c1cccc(COc2ccccc2CN2CCCCC2)c1	9
-7	3	CCC(OC(=O)C(C)N1C(=O)C(=O)c2ccccc21)C(=O)Nc1ccccc1OC (configuration not stated)	4
-9	0	CN(C)S(=O)(=O)c1cccc(C(=O)Nc2cc(S(=O)(=O)N3CCOCC3)ccc2N2CCCC2)c1	1
2	2	CN(C(=O)CCCN1CCCC1=O)C1CCCN(Cc2ccccc2F)C1 (configuration not stated)	17
4	7	O=C1CC(N2CCN(c3ccc(F)cc3)CC2)C(=O)N1Cc1ccc(N2CCCC2=O)cc1 (configuration not stated)	-6
-5	4	O=C1CC(C(=O)O)C(c2ccccc2)c2ccccc21 (configuration not stated)	4
6	1	C[C@]12CC[C@H](O)CC1=CCC1C2CC[C@@]2(C)C1CC[C@@H]2NC(=O)[C@@H](N)CO (some centres not stated)	4
-19	-5	Cc1cc(NC(=O)CSc2nc3c([nH]c4ccccc43)c(=O)n2-c2cccc(C(F)(F)F)c2)no1	-13
6	7	Cc1ccc(NC(=O)N(O)C2CCCCC2C#N)cc1 (configuration not stated)	9
-4	7	CC(=O)C(C(C)=O)C(c1ccccc1)c1nc2ccccc2[nH]c1=O (configuration not stated)	4
4	-4	CSCc1ccc(C(=O)NC(C)c2ccc(-n3ccnc3)cc2)cc1 (configuration not stated)	-6
-5	-3	CCCN(CC(=O)Nc1ccccc1C)C(=O)c1ccc(OCc2c(C)noc2C)cc1	5
2	4	Cc1nc2ccccc2c2c(N)cccc12	6
-7	-3	O=C(CNC(=O)c1ccc(-c2ccccc2)cc1)OCc1ccc(Br)cc1	2
5	2	CC[C@H]1C(Nc2ccccc2)C[C@@H]2CCN3C(=O)CC[C@H]1[C@H]23 (some centres not stated)	0
8	4	Cc1ccsc1C(=O)OC(C)C(=O)NC1CCCCC1C (configuration not stated)	4
-7	0	CC(=O)CC(=O)NC1CCc2ccccc21 (configuration not stated)	1
1	2	Cc1ccc(C(=O)NCCCN2CCOCC2)cc1S(=O)(=O)N1CCCCC1	4
1	4	CCC(=O)Nc1ccc(C(=O)NNC(=O)C2CCCCC2)cc1	1
19	11	O=C(COC(=O)c1ccc(Cl)cc1)NC(=O)NC1CCCC1	0
-3	5	CC1CCc2sc3ncnc(N4CCN(C)CC4)c3c2C1 (configuration not stated)	12
-32	-14	CN(C)c1ccc(/C=C2/C[N+](C)(C)C/C(=C/c3ccc(N(C)C)cc3)C2=O)cc1	-19
-3	0	COc1cc(C(=O)N2CCN(c3cccc(C(F)(F)F)c3)CC2)ccc1OCC(=O)N1CCOCC1	2
6	-1	CN(CC(=O)Nc1ccccc1Cl)C(=O)Cn1cnc2ccccc2c1=O	2
2	-4	N#CCCCCN1CCCC1	-1
1	-2	C=CCN1C(=O)/C(=C/c2ccc(OC(C)=O)c(OCC)c2[N+](=O)[O-])SC1=S	-4
23	5	COc1ccccc1OCC(=O)Nc1nnc(-c2ccco2)s1	10
-5	2	Fc1ccc(C2=NNC(=NCc3ccccc3)SC2)cc1F	4
-1	4	O=c1[nH]c2nc(Br)[nH]c(=O)c2[nH]1	-3
6	3	CC(=O)C1=C(C)NC(C)=C(C(C)=O)C1c1ccc(-c2ccccc2Cl)o1	-1
-23	-9	O=C(CSc1nc(-c2ccccc2)nc2c1Cc1ccccc1O2)Nc1ccc(C(=O)O)cc1	-15
8	3	O=Cc1s/c(=N\S(=O)(=O)c2ccccc2)n(CCCCl)c1Cl	2
-1	4	COC(C[C@H]1O[C@H]1[C@@H](O)COCc1ccccc1)OC	8
30*	31*	Nc1cccc2cc(S(=O)(=O)O)ccc12	49*
3	5	Cc1ccc(S(=O)(=O)NCCCNC(=O)OCc2ccccc2)cc1	-1
-12	5	COc1ccc(Cl)cc1C(=O)Nc1ccc2nc3n(c(=O)c2c1)CCCC3	5
-2	3	CN(CCc1ccccc1)C(=O)c1cccc(NC(=O)Cc2cccc(NC(=O)C3CCCN(C(=O)C4CCC4)C3)c2)c1 (configuration not stated)	5
9	-1	O=C(NCCCn1ccnc1)c1ccc(Br)s1	2

Screening results (PubChem BioAssay)
